Screens deposited in PubChem BioAssay by National Center for Advancing Translational Sciences (NCATS).
POLI inh: DNA polymerase iota (human) inhibition; Q9UNA4; Pol iota fluorescent replication assay, 10 min; Potency, µM (highest dose often 115 µM), for inactives: top-dose activity, negative = inhibition, usual class: inhibitors; 390,000 tested, 1% active
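Fluorescent replication assay read twice, at 0 min and 10 min after adding 50 nM (final) substrate. Enzyme (10 nM) and compounds were first incubated 15 min at room temperature; enzyme-free buffer wells were negative controls.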
G9a block: inhibitors of human histone lysine methyltransferase G9a; Potency, µM (doses to about 102 µM), for inactives: at the highest dose activity, negative = inhibition, usual class: inhibitors; 350,000 tested, 8.8% active; G9a H3K9 monomethylation, AlphaScreen, 2 h; AID 504332; Q96KQ7; note: % is set by controls: 0 for no effect and ±100 for the full control effect; nearly all actives have a fitted effect of over 75% in size
Target sequence (Q96KQ7 913-1193 limits assumed): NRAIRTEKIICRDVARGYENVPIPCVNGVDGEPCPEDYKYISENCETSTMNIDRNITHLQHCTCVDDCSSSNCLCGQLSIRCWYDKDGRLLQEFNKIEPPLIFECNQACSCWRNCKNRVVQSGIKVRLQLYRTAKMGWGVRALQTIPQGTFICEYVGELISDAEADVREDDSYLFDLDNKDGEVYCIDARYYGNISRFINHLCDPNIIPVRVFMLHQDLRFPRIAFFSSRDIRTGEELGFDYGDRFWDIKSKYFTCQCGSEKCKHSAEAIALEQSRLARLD
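Signal arises when biotinylated H3K9 peptide, once monomethylated, bridges streptavidin donor and antibody-captured acceptor beads. Enzyme at 20 nM was preincubated 15 min with test compounds; peptide 500 nM and SAM 20 uM then reacted for 2 h.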
APEX1 inh: blocks human APE1 abasic DNA cleavage. P27695. 350,000 tested, 0.35% active. recombinant APE1, TAMRA/BHQ-2 abasic DNA cleavage fluorescence. Potency, µM (titrated, usually from 65.8 µM), inactives show at the top dose activity change, negative = inhibition, usual class: inhibitors;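 note: plate controls were vehicle for no effect and reference inhibitor for full effect; nearly all actives have a fitted effect of over 55% in size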
Target sequence (P27695 whole entry, looked up): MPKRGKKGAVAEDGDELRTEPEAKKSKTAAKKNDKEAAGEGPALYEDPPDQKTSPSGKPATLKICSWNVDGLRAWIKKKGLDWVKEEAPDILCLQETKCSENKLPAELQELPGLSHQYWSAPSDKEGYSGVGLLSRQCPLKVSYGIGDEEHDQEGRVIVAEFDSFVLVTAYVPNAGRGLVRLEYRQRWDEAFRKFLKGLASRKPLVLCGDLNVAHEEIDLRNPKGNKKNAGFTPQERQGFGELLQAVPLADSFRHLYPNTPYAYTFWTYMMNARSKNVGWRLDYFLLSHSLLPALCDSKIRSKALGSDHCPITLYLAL
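Compound pre-exposure to 0.75 nM APE1, 15 min at ambient temperature. Reaction initiated with 50 nM TAMRA/BHQ-2 THF substrate, read immediately in kinetic mode, 525 nm excitation, 598 nm emission.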
BLM helicase inh: blocks DNA unwinding by human BLM helicase; P54132; recombinant BLM DNA unwinding, fluorescence dequenching; Potency, µM (highest dose often 56.1 µM), for inactives: top-dose activity change, negative = inhibition, hits mostly inhibitors; 350,000 tested, 0.2% active; AID 2528;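 note: plate controls were vehicle for no effect and no enzyme for full effect; nearly all actives have a fitted effect of over 35% in size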
Pol kappa inh: DNA polymerase kappa (human) inhibition; 400,000 tested, 0.53% active; purified Pol kappa, fluorescent DNA synthesis assay, 10 min; Q9UBT6; Potency, µM (highest dose often 107 µM), without a hit: top-dose activity, negative = inhibition, actives largely listed as inhibitors; note: % is set by controls: 0 for no effect and ±100 for the full control effect
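First, compounds were pin-transferred onto 10 nM Pol kappa. After 15 min at room temperature, substrate was added to 50 nM final. Fluorescence was then measured kinetically at 0 and 10 min.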
POLB inh: blocks human DNA polymerase beta activity | Pol beta primer extension/strand displacement, fluorescence kinetic | Potency, µM (highest dose often 114 µM), without a hit: at the top dose activity change, negative = inhibition, usual class: inhibitors | 340,000 tested, 1.3% active; note: % is set by controls: 0 for no effect and ±100 for the full control effect
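Pol beta (10 nM) was preincubated with compound for 15 min at room temperature. The reaction was then started with 50 nM substrate and read immediately and after a further 10 min at room temperature.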
BAZ2B block: blocks human BAZ2B | Q9UIF8 | AlphaScreen BAZ2B-H3K14Ac peptide displacement | Potency, µM (doses to about 114 µM), for the others: at the highest dose activity change, negative = inhibition, hits mostly inhibitors | 360,000 tested, 4.4% active; note: % is set by controls: 0 for no effect and ±100 for the full control effect; nearly all actives have a fitted effect of over 60% in size
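Inhibition is scored as reduced AlphaScreen emission. The BAZ2B/b-H3(5-23)K14Ac complex (50 nM each) in PBS pH 7.4, 0.01% Tween-20 meets compound (up to 110 uM) for 30 min at RT before bead addition.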
Pol eta inh: inhibitors of human DNA polymerase eta; Q9Y253; recombinant Pol eta, fluorescent DNA replication assay; Potency, µM (doses to about 114 µM), for inactives: top-dose activity change, negative = inhibition, hits mostly inhibitors; 390,000 tested, 1.2% active; AID 588591; note: % is set by controls: 0 for no effect and ±100 for the full control effect
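Pol eta at 10 nM preincubated with compounds 15 min at room temperature; reaction started with fluorescent substrate (50 nM final) and read kinetically at 0 and 10 min.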
Anesthetic bind: binds horse apoferritin like a general anesthetic; Potency, µM (doses to about 77.5 µM), without a hit: at the highest dose activity change, negative = displacement, hits mostly inhibitors; P02791; apoferritin/1-aminoanthracene competitive binding, fluorescence; 350,000 tested, 0.074% active; note: % is set by controls: 0 for no effect and ±100 for the full control effect; nearly all actives have a fitted effect of over 20% in size
Target sequence (P02791 2-175 limits assumed): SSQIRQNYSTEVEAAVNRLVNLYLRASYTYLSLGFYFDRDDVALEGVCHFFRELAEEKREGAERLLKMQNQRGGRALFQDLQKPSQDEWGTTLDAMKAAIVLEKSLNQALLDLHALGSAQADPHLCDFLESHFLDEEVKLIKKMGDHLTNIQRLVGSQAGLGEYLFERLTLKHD
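Horse-spleen apoferritin (10 uM) was mixed with 50% saturated 1-aminoanthracene in PBS, exposed to compounds for 10 min at room temperature, and read for fluorescence (ex 380 nm, em 535 nm). Competitive displacement was fitted with a four-parameter Hill equation.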
The depositor's hits bear a star; ? = inconclusive; nt = not tested or not shown; [ ] = dose if it differs, or a comment. Calls come from the whole dose curve; as a rule, active = well fitted curve in the direction sought with a large enough effect; inconclusive = small, poorly fitted or top-dose-only effect, or another doubt; inactive = no such curve, though single readings can be large; an effect the other way counts as inactive or inconclusive. Potency is the fitted concentration of half-maximal effect.

Results follow in this order: POLI inh, G9a block, APEX1 inh, BLM helicase inh, Pol kappa inh, POLB inh, BAZ2B block, Pol eta inh, Anesthetic bind
Cc1cc(S(=O)(=O)N2CCOCC2)ccc1OCC(=O)NCCCn1ccnc1
  22.4%, -0.4%[59 µM], 11.1%[12.4 µM], 0.6%, 1.9%, -0.4%, ?, 8.4%, 3.3%
N#Cc1c(Cn2cncn2)nc(=O)n(-c2ccc(Cl)cc2)c1N
  63.3%[activator], 9.0%, -1.9%, 0.0%, -8.8%, -3.2%, -5.4%, -2.7%, -3.3%
O=C(CCc1c[nH]c2ccccc12)NCc1ccco1
  35.4%[activator], 17.4%[59 µM], 10.6%, -2.1%, -4.4%, 42.1%[activator], ?, -8.5%, 0.4%
COc1cc(/C=N/O)cc(Br)c1OCc1ccc(Cl)cc1
  10.0%, 1.4%, -10.0%, -14.5%, -10.4%, 5.8%, -0.6%, -12.2%, -22.6%
CCOC(=O)Nc1ccc2c(c1)N(C(=O)CNC)c1ccccc1CC2
  -0.8%, 15.7%[59 µM], 32.1%, -9.5%, 12.7%, -0.2%, -17.4%, -12.1%, -12.0%
O=C(C1CCCCC1)N(CCN1CCCC1)c1nc2ccccc2s1
  ?, ?, 15.0%, -2.1%, -5.7%, 5.3%, 0.6%, -14.9%, -4.6%
CCCN(CCC)S(=O)(=O)c1ccc(C(=O)N2CCn3c4c(c5cc(C)ccc53)CCCC42)cc1 (configuration not stated)
  8.9%, ?, nt, -0.5%, -4.8%, 17.3%, -29.7%, -14.2%, -7.1%
Cc1c(C(=O)NCCN(C)C)oc2ccc(S(=O)(=O)N3CCC4(CC3)OCCO4)cc12
  54.2%[activator], -13.2%[59 µM], 18.1%[12.4 µM], -9.9%, 2.3%, ?, -2.4%, -17.5%, -1.9%
Cc1ccc(Cl)cc1N1CCN(C(=O)C2CCC(=O)N(C3CCCCCC3)C2)CC1 (configuration not stated)
  -23.5%, ?, -19.0%, -5.2%, 3.0%, 3.3%, -8.2%, -13.0%, -4.6%
CCOC(=O)N1CCN(Cc2nc3c(c(=O)n(C)c(=O)n3C)n2Cc2ccc(F)cc2)CC1
  23.4%, ?, -0.7%, 0.7%, 7.3%, 5.3%, -6.4%, -17.4%, -5.1%
CCOC(=O)/C=c1\s/c(=C\c2ccc3c(c2)OCCO3)c(=O)n1CC(=O)NCC1CCCO1 (configuration not stated)
  9.1%, -28.8%, 3.2%, -3.3%, -0.2%, 9.4%, -2.7%, 13.8%, -9.1%
Fc1ccc(-c2cnn3c(-c4cccs4)ccnc23)cc1
  84.9%[activator], 21.8%, -0.1%, -7.9%, 2.1%, 3.3%, -24.2%, -17.5%, -5.4%
O=C(NC1CCCCC1)c1ccc2c(c1)N(Cc1cccc(Cl)c1)C(=O)c1ccccc1S2=O (configuration not stated)
  8.8%, -5.5%[59 µM], nt, -5.6%, -14.1%[60.1 µM], -9.2%, -1.0%, -6.4%, 1.5%
O=C(COc1ccc(Cl)cc1)NCCS(=O)(=O)N1CCN(c2ccc(F)cc2)CC1
  -15.2%, -10.7%, 23.4%, -1.7%, 11.6%, 1.6%, -13.0%, -12.8%, 0.5%
CC(C)(O)C(=O)N=Nc1c(O)[nH]c2ccccc12
  104.5%[activator], -9.9%[12.7 µM], -3.4%, -1.8%, 3.0%, 6.2%, -3.8%, -1.8%, -4.0%
Cc1ccc(C)c(N2CCN(C(=O)CCc3nnc4n(C)c(=O)c5ccccc5n34)CC2)c1
  38.8%[activator], 14.9%[59 µM], nt, 0.5%, 9.4%, 24.9%, 3.4%, -15.8%, -4.0%
Cc1cccc(OCc2nnc(SCC(=O)c3cccs3)n2C)c1C
  -23.7%[58.9 µM], ?, 3.0%, 1.6%, 4.8%, 9.0%, 4.2%, 4.1%, ?
OCCC1CN(Cc2nc3c(s2)CCCC3)CCN1Cc1ccsc1 (configuration not stated)
  50.4%[activator], -10.1%, -1.0%, -2.0%, -2.6%, 19.3%, -20.2%, -12.1%, -9.8%
CCC(=O)N1CCc2cc(S(=O)(=O)NC(CC(C)C)C(=O)NCc3ccc(C)cc3)ccc21 (configuration not stated)
  -17.7%, 9.3%[59 µM], nt, -1.4%, 1.5%, 0.5%, nt, 6.3%, -6.3%
COc1ccc(-n2cnnc2SCC(=O)NC2CCCCC2)cc1
  13.4%, nt, -7.1%, nt, -14.6%, nt, nt, -11.6%, nt

Another view of some results above.
Compound | POLI inh | G9a block | APEX1 inh | BLM helicase inh | Pol kappa inh | POLB inh | BAZ2B block | Pol eta inh | Anesthetic bind
Cc1c(C(=O)NCCN(C)C)oc2ccc(S(=O)(=O)N3CCC4(CC3)OCCO4)cc12 | 54.2%[activator] | -13.2%[59 µM] | 18.1%[12.4 µM] | -9.9% | 2.3% | ? | -2.4% | -17.5% | -1.9%
Cc1ccc(Cl)cc1N1CCN(C(=O)C2CCC(=O)N(C3CCCCCC3)C2)CC1 (configuration not stated) | -23.5% | ? | -19.0% | -5.2% | 3.0% | 3.3% | -8.2% | -13.0% | -4.6%

(listing goes on)
Results follow in this order: POLI inh, G9a block, APEX1 inh, BLM helicase inh, Pol kappa inh, POLB inh, BAZ2B block, Pol eta inh, Anesthetic bind
Cc1nc2ccc(C(C(F)(F)F)(C(F)(F)F)C(F)(F)F)cc2[nH]1
  36.2%[activator], ?, -6.3%, -15.4%, -4.1%, -13.2%, 2.8%, -23.0%, ?
Cc1ccccc1C(=O)NCCNC(=O)c1ccccn1
  -21.2%, 17.2%, 24.0%, -2.2%, 2.5%, 37.8%, -0.2%, 9.7%, -5.1%
O=C(c1cnn2c(C(F)(F)F)cc(-c3ccco3)nc12)N1CCCCCC1
  -10.8%, ?, -7.5%, -1.2%, 2.6%, 46.1%, 4.3%, -12.0%, -11.3%
CC(=O)c1ccc(OCCCC(=O)NC2CCCCC2C)cc1 (configuration not stated)
  -4.5%, -4.7%, 4.6%, 0.4%, -2.0%, 107.7%, -1.0%, -11.2%, -9.9%
CSc1ccccc1C(=O)NC1CCCC1
  -7.9%[58.9 µM], -22.3%, 2.9%, -7.5%, -12.7%, 17.1%, 53.7%[activator], -2.6%, -7.2%
CS(=O)(=O)c1nc(S(=O)(=O)c2ccc(Cl)cc2)c(NCCCN2CCOCC2)s1
  17.7%, nt, -0.4%, 2.3%, -0.3%, 13.0%, -2.2%, 7.5%, -2.2%
CC(=O)Nc1ccc(C(=O)OCC(=O)N(c2ccccc2)C2CCS(=O)(=O)C2)cc1 (configuration not stated)
  8.5%, 5.6%[12.7 µM], 13.7%, nt, 1.6%, nt, -5.9%, 1.3%, nt
CC(C)C(=O)Nc1ccccc1C(=O)OCC(=O)c1ccc2c(c1)OCCO2
  154.7%[activator], -0.4%, -5.7%, -7.5%, -9.5%, -1.2%, 5.4%, -28.6%, -19.4%
O=C(NC12CC3CC(CC(C3)C1)C2)C12CC3CC(C1)CC(n1cnc(Cl)n1)(C3)C2
  2.0%, 34.6%[12.7 µM], 9.8%, -0.2%, -9.7%, 50.0%, -0.4%, -14.1%, -8.4%
COc1ccc(CN2C(=NC(=O)C3CC3)SC3CS(=O)(=O)CC32)cc1 (configuration not stated)
  15.4%, 41.7%, 25.1%, -1.1%, -10.7%, 20.0%, -0.1%, -0.9%, -7.1%
CCOC(=O)c1sc2nc(C)c([N+](=O)[O-])c(COC)c2c1N
  53.3%[activator], nt, -4.5%, -6.3%, 10.1%, 31.0%, ?, -5.1%, -14.4%
COc1ccc(NC(=O)c2cnc3sc(N4CCOCC4)nn3c2=O)c(OC)c1
  -9.0%, -18.5%[59 µM], nt, -2.0%, -3.5%, 0.1%, -5.9%, 7.3%, -1.2%
O=C1CSC(=NC(=O)c2ccccc2)N1
  -3.5%, 9.7%[59 µM], -3.3%, -1.0%, -4.7%, 13.7%, -23.4%, -4.8%, -13.8%
COc1ccc(Cl)cc1NC(=O)CN(C)CC(=O)Nc1c(C)n(C)n(-c2ccccc2)c1=O
  12.8%, -0.5%[12.7 µM], -0.1%, nt, 3.3%, nt, -2.1%, 2.8%, nt
CC(=O)O[C@@]1(C(C)=O)CCC2C3C=C(Cl)C4=CC(=O)CC[C@]4(C)C3CC[C@]21C (some centres not stated)
  nt, -23.2%[2.33 µM], -4.1%, 3.8%, -7.6%[60.1 µM], nt, nt, nt, -22.8%
CC(=O)c1cccc(N(CC(=O)O)S(C)(=O)=O)c1
  9.8%, 1.6%[59 µM], 8.4%, -9.3%, -4.0%, 8.3%, 13.3%, -2.6%, 7.4%
Cc1ccc(CNc2nc(-c3cccs3)nc3ccccc23)cc1
  0.6%, 10.8%[59 µM], -2.7%, -6.1%, -3.8%[60.1 µM], 5.0%, -4.3%, -4.8%, -4.4%
O=C(c1ccc([N+](=O)[O-])cc1)n1nc(-c2ccccc2)nc1NCc1ccc(F)cc1
  -6.3%, ?, 17.4%, 0.4%, -6.7%, 30.7%, ?, -20.7%, -1.9%

Reprinted from above for reference:
Results follow in this order: POLI inh, G9a block, APEX1 inh, BLM helicase inh, Pol kappa inh, POLB inh, BAZ2B block, Pol eta inh, Anesthetic bind
O=C1CSC(=NC(=O)c2ccccc2)N1
  -3.5%, 9.7%[59 µM], -3.3%, -1.0%, -4.7%, 13.7%, -23.4%, -4.8%, -13.8%
COc1ccc(Cl)cc1NC(=O)CN(C)CC(=O)Nc1c(C)n(C)n(-c2ccccc2)c1=O
  12.8%, -0.5%[12.7 µM], -0.1%, nt, 3.3%, nt, -2.1%, 2.8%, nt
CC(=O)O[C@@]1(C(C)=O)CCC2C3C=C(Cl)C4=CC(=O)CC[C@]4(C)C3CC[C@]21C (some centres not stated)
  nt, -23.2%[2.33 µM], -4.1%, 3.8%, -7.6%[60.1 µM], nt, nt, nt, -22.8%
CC(=O)c1cccc(N(CC(=O)O)S(C)(=O)=O)c1
  9.8%, 1.6%[59 µM], 8.4%, -9.3%, -4.0%, 8.3%, 13.3%, -2.6%, 7.4%
Cc1ccc(CNc2nc(-c3cccs3)nc3ccccc23)cc1
  0.6%, 10.8%[59 µM], -2.7%, -6.1%, -3.8%[60.1 µM], 5.0%, -4.3%, -4.8%, -4.4%
O=C(c1ccc([N+](=O)[O-])cc1)n1nc(-c2ccccc2)nc1NCc1ccc(F)cc1
  -6.3%, ?, 17.4%, 0.4%, -6.7%, 30.7%, ?, -20.7%, -1.9%

A portion of the library; the hit share may differ from the screen's.
